Screens as filed in PubChem.
Cdc42 wt: modulators of GTP binding to wildtype Cdc42, primary screen, biochemical, multiplex bead flow cytometry, Bodipy-GTP | GST-Cdc42 beads; actives lie on both sides | 190,000 compounds, 0.2% hits | percent activity (GTP binding), % at 10 µM | AID 761, 2007 | Cell division control protein 42 homolog (Homo sapiens), P60953;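 active = percent activity GTP binding at least 20 points away from the 100% baseline, either down as inhibitor or up as activator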;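 note: median bead fluorescence of bound Bodipy-FL-GTP at 100 nM; 0% = excess unlabeled GTP control and 100% = no compound control; below 100% means less GTP binding so inhibitor and above means activator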
Target sequence (P60953 whole entry, looked up): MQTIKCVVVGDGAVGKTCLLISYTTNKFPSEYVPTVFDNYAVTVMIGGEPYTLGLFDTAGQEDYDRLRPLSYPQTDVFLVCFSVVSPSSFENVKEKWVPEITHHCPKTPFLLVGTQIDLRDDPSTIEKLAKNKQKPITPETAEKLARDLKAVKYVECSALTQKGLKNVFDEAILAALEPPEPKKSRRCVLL
Rac1 wt GTP bind: wildtype Rac1 GTP binding modulators, primary screen, biochemical, GST-Rac1 beads, flow cytometry, multiplex; GTP binding activity (% of control), % at 10 µM; fluorescent GTP binding; actives lie on both sides; 0 = cold GTP competed, 100 = untreated; Ras-related C3 botulinum toxin substrate 1 (Homo sapiens), P63000; AID 757, 2007; 190,000 compounds, 0.27% hits;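 active = GTP binding activity at least 20 points away from the 100% control level, either lower or higher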
Pf gamet viab: late stage P. falciparum gametocyte viability inhibitors, primary screen, ATP luminescence, HTS; 150,000 compounds, 0.065% hits; inhibition, % at 10.9 µM; P. falciparum stage V gametocytes, 24 h;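 active = inhibition above the mean plus 3 SD of compounds within the control limits, set per campaign, cut at about 38% in these data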;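 note: 0% = DMSO wells and 100% = medium only without gametocytes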
Rac1 mut GTP: GTP binding modulators of activated mutant Rac1, primary screen, biochemical, bead-based flow cytometry, multiplex, fluorescent GTP. Ras-related C3 botulinum toxin substrate 1 (Homo sapiens), P63000. 190,000 compounds, 0.11% hits. percent activity (GTP binding), % at 10 µM. GST-Rac1 activated beads; actives lie on both sides; 100% means binding = to untreated wells. AID 764, 2007;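 active = GTP binding at least 20 percentage points away from the 100% baseline, in either direction, so actives lie on both sides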
GSH fluor: compound fluorescence on glutathione beads, profiling panel, artefact control, biophysical, 488/530 nm, flow cytometry; GSH beads flow cytometry, compound fluorescence 488/530 nm; hits give high values; fluorescence (KMESF) at 10 µM; 190,000 compounds, 0.25% hits; AID 1776, 2009; in the data active = fluorescence above about 89;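 note: glutathione beads carrying GST-tagged Bcl family fusion proteins plus one bare bead set; values are compound well signal with DMSO vehicle wells as background; inactives centre near 16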
HRas wt GTP bind: modulators of GTP binding to HRas wildtype, primary screen, biochemical, bead-based flow cytometry, multiplex | GST-Ras wt beads, Bodipy-FL-GTP binding; actives lie on both sides | GTP binding activity, % at 10 µM | 190,000 compounds, 0.14% hits;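 active = GTP binding activity at least 20% away from the 100% baseline, either lowered as inhibitor or raised as activator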;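 note: 0% = unlabeled GTP competition control and 100% = no-compound control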
Target sequence (P01112 whole entry, looked up): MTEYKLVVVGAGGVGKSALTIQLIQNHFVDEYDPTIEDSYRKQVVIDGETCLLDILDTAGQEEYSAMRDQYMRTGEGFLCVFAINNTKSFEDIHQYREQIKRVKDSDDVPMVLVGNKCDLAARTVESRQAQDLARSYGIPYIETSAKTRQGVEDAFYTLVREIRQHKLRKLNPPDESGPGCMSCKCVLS
ABCG2 block: ABCG2 efflux pump inhibitors, primary screen, multiplex with ABCB1, IgMXP3 cells, flow cytometry; JC-1 efflux; inhibition, % at 6.6 µM; 190,000 compounds, 0.1% hits; AID 1325, 2008;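 active = inhibition above 80%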;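 note: 0% = DMSO and 100% = nicardipine control wells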
Target sequence (Q9UNQ0 whole entry, looked up): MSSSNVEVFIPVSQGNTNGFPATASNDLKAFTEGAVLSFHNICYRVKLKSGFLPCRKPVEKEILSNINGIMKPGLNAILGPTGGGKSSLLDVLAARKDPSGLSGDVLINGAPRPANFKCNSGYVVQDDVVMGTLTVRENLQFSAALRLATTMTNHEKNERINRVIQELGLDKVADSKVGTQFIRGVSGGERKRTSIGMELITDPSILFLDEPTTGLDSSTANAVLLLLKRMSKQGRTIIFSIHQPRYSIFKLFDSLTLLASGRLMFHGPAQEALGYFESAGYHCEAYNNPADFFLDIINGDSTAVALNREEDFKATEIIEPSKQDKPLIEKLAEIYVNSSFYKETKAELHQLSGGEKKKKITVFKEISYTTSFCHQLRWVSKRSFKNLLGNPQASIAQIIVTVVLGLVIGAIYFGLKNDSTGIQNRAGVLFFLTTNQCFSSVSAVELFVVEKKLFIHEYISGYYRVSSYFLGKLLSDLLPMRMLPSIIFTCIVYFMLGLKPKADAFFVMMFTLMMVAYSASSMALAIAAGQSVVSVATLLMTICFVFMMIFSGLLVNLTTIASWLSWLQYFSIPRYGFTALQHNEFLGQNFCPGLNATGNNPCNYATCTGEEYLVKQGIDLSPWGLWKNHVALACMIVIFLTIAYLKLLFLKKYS
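Measure – % inhibition of efflux relative to nicardipine and DMSO · Test system – ABCG2 IgMXP3 and barcoded ABCB1 CCRF-Adr cell mix · Control set – nicardipine as high control, DMSO as low control · Compound – one concentration, 6.6 µM final · Signal – flow cytometry of retained JC-1 fluorescence · Timing – 10 min exposure at 25 °C with rotation, no wash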
ABCB1 block: ABCB1 efflux pump inhibitors, primary screen, cell-based, multiplex, flow cytometry, ABCG2 counter-screen | 190,000 compounds, 0.067% hits | AID 1326, 2008 | CCRF-Adr cells, JC-1 efflux | inhibition, % at 6.6 µM; in the data active = inhibition above about 40%;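 note: 0% = vehicle and 100% = reference inhibitor; higher value means more JC-1 retained so stronger ABCB1 efflux block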
Rab7 wt modul: modulators of GTP binding to Rab7, primary screen, biochemical, wildtype, multiplex bead flow cytometry; GTP binding activity (percent of control), % at 10 µM; GST-Rab7 beads, fluorescent GTP binding; actives lie on both sides; untreated = 100%, excess cold GTP = 0%; AID 758, 2007; 190,000 compounds, 0.055% hits;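 active = fluorescent GTP binding to Rab7 beads changed by at least 20 points from the 100% baseline, either direction, mostly lower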;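 note: median green fluorescence of bound Bodipy-FL-GTP per Rab7 bead population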
Rab2 wt GTP: modulators of GTP binding to Rab2A wildtype, primary screen, biochemical, dog, bead-based flow cytometry, multiplex. Ras-related protein Rab-2A (Canis lupus familiaris), P61105. GST-Rab2 wt beads, Bodipy-GTP binding. GTP binding activity, % at 10 µM. 190,000 compounds, 0.19% hits;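 active = GTP binding activity at least 20 points away from 100%, either lowered or raised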;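 note: 0% = beads with excess unlabeled GTP and 100% = no-compound control corrected for plate trend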
Avidin bead fluor: green autofluorescence of compounds with avidin beads – biophysical, 488/530 nm, flow cytometry, artefact control, profiling panel. compound fluorescence 488/530 nm; hits give high values. 220,000 compounds, 0.38% hits. fluorescence (KMESF) at 10 µM. AID 1775, 2009; in the data active = fluorescence above about 47; note: inactives centre near 10
Starred values were filed as active, the others as inactive; nt = no result given; [ ] = dose if it differs, or a comment.

The first three records, to show the layout:
SMILES	Cdc42 wt	Rac1 wt GTP bind	Pf gamet viab	Rac1 mut GTP	GSH fluor	HRas wt GTP bind	ABCG2 block	ABCB1 block	Rab7 wt modul	Rab2 wt GTP	Avidin bead fluor
Cc1c(O)c2c(=O)n(-c3ccccc3)c(-c3ccccc3)cc2oc1=O	96	100	18	97	20	97	1	0.2	101	95	3
CC(NC(=O)C1c2ccccc2Oc2ccccc21)C1CCCO1 (stereo not given)	97	98	nt	97	15	96	24	1.3	96	95	9
O=C(CSc1ccccc1)Nc1cc(S(=O)(=O)N2CCOCC2)ccc1N1CCOCC1	97	98	-17	94	14	97	0	5.9	98	96	1

This part in full, from the first entry:
SMILES	Cdc42 wt	Rac1 wt GTP bind	Pf gamet viab	Rac1 mut GTP	GSH fluor	HRas wt GTP bind	ABCG2 block	ABCB1 block	Rab7 wt modul	Rab2 wt GTP	Avidin bead fluor
Cc1c(O)c2c(=O)n(-c3ccccc3)c(-c3ccccc3)cc2oc1=O	96	100	18	97	20	97	1	0.2	101	95	3
CC(NC(=O)C1c2ccccc2Oc2ccccc21)C1CCCO1 (stereo not given)	97	98	nt	97	15	96	24	1.3	96	95	9
O=C(CSc1ccccc1)Nc1cc(S(=O)(=O)N2CCOCC2)ccc1N1CCOCC1	97	98	-17	94	14	97	0	5.9	98	96	1
CCOC(=O)Oc1ccc2oc(C)c(C(=O)OCCOC)c2c1	98	100	7	97	22	99	0	-0.1	99	99	7
Cc1ccc(Nc2nc(-c3c(C)n(C)n(-c4ccccc4)c3=O)c(C)s2)cc1	102	98	nt	98	22	102	1	0.2	104	103	14
CCOC(=O)/C(C#N)=C1/CCCCCN1C	106	106	9	104	7	104	0	0.0	101	103	8
COc1ccc(NC(=O)Cn2c(CCC(=O)O)ccc2-c2ccc(C)cc2)cc1	98	99	9	94	11	96	0	0.4	98	95	11
CCOC(=O)c1cnc2c(-c3ccc(Cl)cc3)cnn2c1C	95	90	2	93	17	92	-4	-1.6	89	92	10
COc1ccc(NC(=O)C2=C(C)C(=O)OC23CCC(C)CC3)c(OC)c1 (stereo not given)	103	104	nt	98	12	99	3	1.3	98	100	7
CSCCC(NC(=O)c1ccccc1)C(=O)NC1CCCC1 (stereo not given)	95	104	-9	99	29	98	4	0.3	99	97	32
Cc1cc(C(=O)Nc2ccc3c(c2)OCO3)cs1	97	98	nt	96	25	98	8	0.6	100	99	3
O=C(Nc1ccccc1Cl)c1ccccc1	91	101	-6	97	21	98	0	-0.3	99	94	9
ClC(Cl)(Cl)c1nc(N/N=C/c2ccncc2)c2ccccc2n1	96	95	24	94	9	98	-3	-1.2	102	96	41
COc1ccc(N2CCN(C(CNC(=O)C(=O)NCC3CCCO3)c3ccco3)CC2)cc1 (stereo not given)	100	100	2	100	12	100	4	0.7	101	100	12
Cc1ccc2[nH]cc(C(=O)CN3CCN(c4ccccn4)CC3)c2c1	97	99	13	99	23	98	3	0.5	93	99	7
COc1ccc(C2C(C#N)=C(C)NC3=C2C(=O)c2ccccc23)cc1 (stereo not given)	95	93	-9	94	43	93	0	0.3	92	94	2
COc1ccc2nc(Sc3c([N+](=O)[O-])nc(C)n3Cc3ccccc3)[nH]c2c1	99	99	1	99	11	99	5	0.4	99	97	16
COc1ccc(Nc2nc(C)cc(C)c2C#N)cc1OC	100	99	nt	99	18	101	3	-0.1	97	100	6
COc1ccccc1OCCN(C#N)c1nc(N(C)C)nc(N(C)C)n1	92	96	21	96	11	95	30	2.0	99	98	4
COCCN1Cc2cccc(C(=O)N3CCN(c4ccccc4)CC3)c2C1=O	106	104	nt	100	31	105	0	0.1	99	102	13
COc1ccc(Cl)cc1C(=O)Nn1cnc2ccccc2c1=O	99	97	-20	97	32	96	8	0.9	97	96	11
CCCn1c2ccccc2c2nnc(SCC(=O)OC)nc21	97	98	0	97	42	98	2	0.3	95	95	5
O=c1[nH]c(CCC2CCCC2)nc2ccccc12	102	105	17	102	5	103	5	0.4	100	101	13
O=C(OCC#CCSc1nnc(-c2ccc([N+](=O)[O-])cc2)o1)c1cccs1	99	103	nt	96	23	99	2	-0.5	98	97	20
COc1ccccc1S(=O)(=O)Cc1ccc(C(=O)N2CCN(c3cccc(Cl)c3)CC2)o1	96	96	2	93	30	98	7	5.2	97	96	8
NC(=O)COC(=O)c1cccc(S(=O)(=O)N2CCN(c3ccccc3)CC2)c1	94	93	12	95	16	92	0	0.1	90	92	10
O=C1c2ccccc2C(=O)N1C/C=C/CN1C(=O)c2ccccc2C1=O	104	108	nt	100	10	104	0	0.1	101	104	8
CC12CC(c3ccccc3O1)C(C(=O)N1CCOCC1)C(=O)N2 (stereo not given)	99	101	nt	99	31	100	-2	-1.7	99	99	6
Cc1cc(C)c(C)c(S(=O)(=O)N[C@@H](C)C(=O)OCC(N)=O)c1C	97	102	-7	100	25	102	1	0.4	107	102	25
O=P(O)(CN1CCCCCC1)CN1CCCCCC1	105	107	nt	100	8	102	-1	-0.3	99	102	6
Cc1nc2sc(C(=O)OCC(=O)N3c4ccccc4CC3C)c(C)c2c(=O)[nH]1 (stereo not given)	96	98	-4	94	19	97	9	1.6	93	94	12
Cc1ccc(CN(c2ccc(C(=O)Nc3ccc4c(c3)OCO4)cc2)S(C)(=O)=O)cc1	103	105	nt	100	36	101	42	-0.2	100	99	11
CC(=O)Nc1ccc(NC(=O)CCCSc2nc3ccccc3s2)cc1	94	98	17	96	12	98	4	0.4	106	101	9
Cc1ccccc1Cn1c(=O)n(Cc2ccco2)c(=O)c2ccccc21	100	98	6	96	31	99	1	0.7	96	97	7
COCCNC(=O)CN(C(=O)CCC(=O)Nc1ccccn1)c1ccc(F)c(Cl)c1	103	103	5	100	26	101	0	0.3	101	102	29
CCOC(=O)C1=C(O)/C(=C/c2ccc(OCC(=O)O)c(OCC)c2)SC1=Nc1ccccc1	95	98	-1	95	12	98	0	-0.2	93	94	10
O=C(CCN1C(=O)c2ccccc2C1=O)NCCCn1ccnc1	99	104	19	95	24	99	1	0.0	107	101	11
CC(C)c1ccc(NC(=O)N2CCC(c3nc4ccccc4o3)CC2)cc1	98	97	nt	97	11	98	5	1.2	97	95	14
COC(=O)[C@@H](NC(=O)Nc1ccc(C(C)=O)cc1)C(C)C	101	107	13	101	51	101	1	0.2	100	101	22
O=C(c1ccccc1)N1CCC(=O)N1c1ccccc1	101	102	nt	99	15	100	2	0.2	99	100	14
COc1ccc(NC(=O)CS(=O)CC(=O)NCC2OCCc3ccccc32)cc1 (stereo not given)	102	98	17	94	21	100	0	-0.1	105	99	8
Cc1nn(-c2ccccc2)c(C)c1/C=N/NC(=O)c1ccccc1NS(=O)(=O)c1cccs1	99	100	-19	99	23	98	10	-5.0	99	94	13
O=C1N/C(=C/c2ccc(Br)s2)C(=O)N1c1ccccc1	96	104	-2	98	23	101	1	0.0	106	100	11
Cc1nc(Cl)c(C(=O)NC(=O)Nc2cccc(C(F)(F)F)c2)c(C)c1[N+](=O)[O-]	95	105	nt	99	15	99	0	-0.1	100	97	4
O=C(O)c1cc2nccc(-c3ccc(F)cc3)n2n1	97	96	-23	95	29	100	1	0.3	102	98	11
CC/C(O)=N\S(=O)(=O)c1ccc(N=NN(C)C)cc1	103	110	-4	100	14	102	3	1.0	98	99	5
O=C1N=c2ccc(Br)cc2=C1c1sc(=S)n(NS(=O)(=O)c2ccccc2)c1O	92	96	nt	88	12	95	-8	-4.0	100	97	7
Cc1cc2n(n1)C(c1ccc(O)cc1)Nc1ccccc1-2 (stereo not given)	100	101	-3	98	20	100	1	0.5	100	100	40
COc1cc2[nH]c(=O)n(CCCCCC(=O)N3CCN(c4ccccc4)CC3)c(=O)c2cc1OC	99	99	-8	97	21	98	3	0.8	100	96	34
COc1ccc(CCNC(=O)CCC(=O)N2CCN(S(=O)(=O)c3ccc(Cl)cc3)CC2)cc1OC	103	104	nt	99	14	101	2	0.4	105	102	16
COc1ccc(Cc2nc(-c3ccccn3)no2)cc1OC	96	92	15	95	13	95	2	0.7	101	95	15
O=C(Nc1cccc(Cl)c1)N1CCN(c2ncccn2)CC1	114	125*[activator]	-38	104	31	109	6	0.8	108	111	13
CCOC(=O)c1sc2nc(C)nc(N3CCCCC3C)c2c1C (stereo not given)	96	96	4	92	9	97	4	0.6	99	97	11
Cn1cc(CN2CCc3c([nH]c4ccccc34)C2C2CCCCC2)cn1 (stereo not given)	102	102	-10	97	15	101	41	0.5	108	103	11
CCn1nccc1C(=O)Nc1nc2ccccc2n1CCN1CCCCC1	105	102	0	101	13	102	3	0.4	100	102	11
CC(=O)c1cccc(NC(=O)C2CCN(S(C)(=O)=O)CC2)c1	98	96	9	97	44	98	2	0.4	96	98	14
COCc1ccc(CN2CCCC(CCC(=O)NCc3cccc(OC)c3)C2)o1 (stereo not given)	95	103	2	95	10	96	0	0.0	95	95	10
CC(C)Oc1ccc(C2CNC(=O)C2)cc1 (stereo not given)	101	104	nt	102	22	101	4	0.8	98	100	8
COc1cccc(C(=O)CSc2nnc(-c3cc(OC)c(OC)c(OC)c3)o2)c1	97	101	nt	96	46	97	18	1.7	95	96	11
O=S(=O)(c1ccccc1)N1CCn2c(nc3ccccc32)C1	96	98	nt	95	28	96	4	0.6	98	97	5

More structures follow:
SMILES	Cdc42 wt	Rac1 wt GTP bind	Pf gamet viab	Rac1 mut GTP	GSH fluor	HRas wt GTP bind	ABCG2 block	ABCB1 block	Rab7 wt modul	Rab2 wt GTP	Avidin bead fluor
CSCCC1COC(c2cccs2)=N1 (stereo not given)	94	96	5	94	13	97	3	0.5	96	95	7
COc1ccc2[nH]c3c(=O)n(Cc4ccco4)cnc3c2c1	98	98	nt	98	27	100	-3	-4.9	96	99	6
CCCCc1ccc(-c2csc(/C(C#N)=C/c3ccc(C)o3)n2)cc1	98	99	nt	97	24	99	0	0.0	95	97	7
Cc1ccc(C(=O)N(Cc2ccccc2)C(C)(C)C)cc1C	97	101	-3	96	11	98	10	0.8	99	100	2
CC(=O)C1=C(O)C(=O)N(CCO)C1c1ccccc1 (stereo not given)	96	103	6	97	10	96	2	0.0	100	95	9
CCc1nnc(NS(=O)(=O)c2ccc(NC(=O)c3cc4ccccc4oc3=O)cc2)s1	95	97	-11	95	11	93	2	0.3	94	94	5
